DENV2 CPE rescue: inhibitors of DENV2 cytopathic effect, primary screen, cell-based, plate reader, single concentration. CPE inhibition, % at 9.99 µM. 1.7% of 350,000 active. DENV2-infected cells, cytopathic effect rescue; in the data active = CPE inhibition above about 20%, passing the limit was not always enough; inconclusive = no clear call, values can overlap the other calls; tested in BHK-21 cells;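 also: 0% = median of neutral control wells and 100% = median of positive control wells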
miR122 inh: miR-122 Renilla sensor signal increase in Huh7, primary screen, miR-122 inhibitor project, cell-based, single point, plate reader; Huh7 miR-122 Renilla luciferase sensor, 48 h; neutral wells = 0, positive control = 100; activation (reporter increase), % at 12.5 µM; 0.3% of 340,000 active; AID 602342, 2012;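 active = mean replicate activation score at least 90 and every replicate individually at or above 90; inconclusive = only one of the two criteria met; inactive = neither criterion met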;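 also: higher luciferase means less miR-122 activity so hits act as miR-122 inhibitors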
CASP6 VEID inh: human caspase-6 inhibitors, primary screen, biochemical, VEID-R110 fluorescence, single point, set 2. purified caspase-6, Z-VEID-R110 cleavage fluorescence. P55212. inhibition, % at 12.5 µM. 0.53% of 350,000 active;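 active = mean inhibition across replicates at least about 35%, with every replicate also reaching that limit, limit read from the data; inconclusive = only one of the two criteria met; inactive = neither criterion met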;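 also: 0% = median of neutral control wells and 100% = no fluorescence left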
SIRT5 block: SIRT5 desuccinylase inhibitors, primary screen, biochemical, fluorescence imaging, single point, set 5. NAD-dependent protein deacylase sirtuin-5, mitochondrial (Homo sapiens), Q9NXA8. Purified SirT5, succinyl-peptide AMC, trypsin-coupled fluorescence. inhibition, % at 15 µM. 1.1% of 330,000 active; in the data active = inhibition above about 15%; inconclusive = no clear call, values can overlap the other calls
Target sequence (Q9NXA8 whole entry, looked up): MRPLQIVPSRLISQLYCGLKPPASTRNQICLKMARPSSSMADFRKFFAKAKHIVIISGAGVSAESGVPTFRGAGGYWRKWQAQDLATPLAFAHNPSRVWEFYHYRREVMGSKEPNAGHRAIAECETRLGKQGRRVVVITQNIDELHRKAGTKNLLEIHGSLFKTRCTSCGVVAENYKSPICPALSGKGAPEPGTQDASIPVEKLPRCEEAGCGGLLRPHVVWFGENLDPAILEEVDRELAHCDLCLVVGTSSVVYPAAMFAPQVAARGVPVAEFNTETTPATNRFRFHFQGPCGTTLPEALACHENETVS
CFTR F508del cor: F508del CFTR correction, initial screen, CFBE line, single point. AID 720511, 2013. 0.36% of 350,000 active. activity (quench increase), % at 7.58 µM. CFBE cells, YFP halide quenching; stimulated with forskolin plus potentiator P3; % fluorescence drop versus neutral controls;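 active = mean added fluorescence quench of at least 8% versus neutral control, with both replicates also reaching 8%; inconclusive = only one of the mean or replicate conditions met; inactive = mean below 8% and not both replicates reaching 8%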;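 also: cells transiently co-express mutant CFTR-F508del with the halide-sensitive YFP; corrector assay measuring rescue of mutant channel to the surface after 24 h compound exposure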
ERAP1 inh: human ERAP1 aminopeptidase inhibitors, primary screen, biochemical, single point, plate reader; Endoplasmic reticulum aminopeptidase 1 (Homo sapiens), Q9NZ08; recombinant ERAP1, Leu-AMC fluorescence, 60 min; inhibition, % at 10.7 µM; 0.15% of 340,000 active;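 active = mean replicate inhibition of at least 30%, or all replicates individually reaching that 30% level; inactive = mean below 30% and not every replicate reaching it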;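 also: 0% = neutral control wells and 100% = L-leucinethiol positive control wells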
ERp5 block: inhibitors of ERp5-driven insulin aggregation, primary screen, biochemical, turbidity, absorbance 650 nm, single point. 90 min. inhibition, % at 9.99 µM. 0.05% of 350,000 active. AID 651711, 2012;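 active = mean replicate inhibition above about 25%, with every replicate also reaching it, limit read from the data, passing the limit was not always enough; inconclusive = only one of those two criteria met; inactive = neither criterion met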
Target sequence (Q15084 whole entry, looked up): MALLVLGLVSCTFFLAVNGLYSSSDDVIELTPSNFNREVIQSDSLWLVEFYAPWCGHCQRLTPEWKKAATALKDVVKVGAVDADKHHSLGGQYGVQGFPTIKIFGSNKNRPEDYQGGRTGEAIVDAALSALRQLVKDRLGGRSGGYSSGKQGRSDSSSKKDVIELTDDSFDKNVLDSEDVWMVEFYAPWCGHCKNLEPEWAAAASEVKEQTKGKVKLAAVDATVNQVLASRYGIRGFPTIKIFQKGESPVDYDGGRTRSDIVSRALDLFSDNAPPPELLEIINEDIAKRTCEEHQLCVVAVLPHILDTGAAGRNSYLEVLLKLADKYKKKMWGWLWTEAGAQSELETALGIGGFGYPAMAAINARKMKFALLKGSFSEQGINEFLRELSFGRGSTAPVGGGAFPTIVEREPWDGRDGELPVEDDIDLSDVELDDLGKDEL
* = called active by the depositor; ? = inconclusive; · = no result given; & = joins results of further samples; [ ] = remark or other dose.

CASP6 VEID inh	ERAP1 inh	CFTR F508del cor	miR122 inh	ERp5 block	SIRT5 block	DENV2 CPE rescue	Molecule
-2	1	-1.4	-5	2	0	3	NC(N)=NN=C1CCCCCCCCCCC1
-3	-1	-1.2	·	0	1	1	CCc1ccc(/C=C2\SC(=S)N(CCC(=O)NC3=NCCS3)C2=O)cc1
-24	·	4.2	-9	4	·	4	CC1CCc2nn(CC(=O)NCCCN3CCCCC3)cc2C1 (stereo not given)
-3	1	5.5	-7[16.7 µM]	6	-1	-2	C[C@H](CO)N1C[C@H](C)[C@H](CN(C)C(=O)Nc2cccc3ccccc23)Oc2ccc(NC(=O)C3CCCCC3)cc2C1=O
5	·	-2.1	-7	-2	1	5	CC1=C(C#N)C(c2ccc(O)cc2)C(C#N)=C(C)N1
-3	2	-3.7	1	2	-1	-3	COc1ccc(CCNC(=O)C2CCCN(S(=O)(=O)c3ccc(OC)cc3)C2)cc1 (stereo not given)
-1	-1	0.2	-2	-4	0	-8	COc1cccc(NC(=O)NCc2ccccn2)c1
1	-2	-0.8	·	-3	0	16	O=C(C[C@@H]1C=C[C@H](NC(=O)C2CCOCC2)[C@H](CO)O1)Nc1nccs1
-3	1	·	-5	2	1	·	Cc1ccc(CSCCNC(=O)/C=C/c2ccc(Cl)cc2)cc1
22	0	-0.9	·	-4	-3	9	Cc1ccc(S(=O)(=O)N2C(c3ccc(Cl)c(Cl)c3)CC=C(C(=O)O)C2c2ccc(Cl)cc2)cc1 (stereo not given)
0	3	-0.5	·	1	1	-4	CCN(CC)c1ccc(NC(=O)CNCc2ccccc2Cl)c(C)c1
2	0	·	-3	5	·	·	CC(C)COC(=O)N1CCCC1C(=O)O (stereo not given)
-5	0	1.2	0	0	·	-2	CC1Nc2ncnc(N3CCN(c4ccccc4)CC3)c2N(Cc2ccc(Cl)cc2)C1=O (stereo not given)
2	1	2.0	-5	1	-1	-2	COc1cc(OC)cc(C(=O)NNC(=O)CN2C(=O)NC(C)(c3ccc(C)cc3)C2=O)c1 (stereo not given)
·	·	-0.6	-50[16.7 µM]	-2	-1	-8	C/C=C/c1ccc([C@H]2[C@@H](CO)N(C(=O)NC(C)C)[C@H]2CN(C)C(=O)CC)cc1
2	-5	3.4	-1	1	-1	0	Cc1ccc(S(=O)(=O)c2nc(-c3ccccc3)oc2SCC(=O)NCC2CCCO2)cc1 (stereo not given)
3	1	-1.9	·	4	·	-1	O=C(COCc1ccccc1)N[C@@H](Cc1ccc(O)cc1)C(=O)O
-1	-1	-1.0	4	-2	1	3	CC(=O)Nc1cccc(NC(=O)Nc2cccc3ccccc23)c1
-1	1	-1.1	-6	4	0	5	Cn1ccnc1C1CCCCN1Cc1nc(Cc2ccccc2F)no1 (stereo not given)
9	3	0.0	·	-1	-3	-2	COc1ccc(C2=NN(C(=O)CSc3nc(=O)n4cccc(C)c4n3)C(c3ccc(C)cc3)C2)cc1 (stereo not given)
-4	0	-0.8	·	5	1	-2	CCOc1ccccc1NC(=O)N1CCN(S(C)(=O)=O)CC1
0	·	1.6	-5	2	5	11	Cc1ccc[n+](-c2[nH]c(=O)sc2/C=N/N=C(\[O-])CCn2c3ccccc3c3ccccc32)c1
1	2	2.0	·	-4	0	23*	N#C[C@H]1[C@@H](c2ccccc2-c2ccc(F)cc2)[C@@H](CO)N1c1ncc(-c2ccccc2)s1
-1	-4	-1.7	·	?	-1	8	Cc1ccc(C(=O)N2CCN(CCNC(=O)C(=O)NC(C)C)CC2)cc1
3	·	-0.4	-9	1	3	4	Cc1ccc(Nc2c(-c3ccccc3)nc3cnccn23)cc1
-3	0	1.2	7[16.7 µM]	0	-1	-2	C[C@H](CO)N1C[C@H](C)[C@@H](CN(C)S(=O)(=O)c2cn(C)cn2)OCCCC[C@H](C)Oc2ccc(NS(=O)(=O)c3cn(C)cn3)cc2C1=O
-3	-1	-0.8	·	1	·	2	O=C(NCc1ccco1)C(=O)c1cn(CC(=O)N2CCCCCC2)c2ccccc12
0	-2	1.5	15[16.7 µM]	-3	-2	-1	Cc1noc(C)c1S(=O)(=O)Nc1cccc2c1O[C@@H](CN(C)Cc1ccc3c(c1)OCO3)[C@@H](C)CN([C@H](C)CO)C2=O
0	0	0.1	-5[16.7 µM]	0	-4	-2	CNC[C@@H]1Oc2c(NS(=O)(=O)c3ccc(C)cc3)cccc2C(=O)N([C@H](C)CO)C[C@H]1C
-1	1	·	-2	3	2	·	Cc1ccc(-n2c(SCC(N)=O)nc(O)cc2=O)cc1
-1	-6	3.2	5[16.7 µM]	8	-7	-4	CC(C)NC(=O)Nc1ccc2c(c1)C(=O)N([C@@H](C)CO)C[C@@H](C)[C@@H](CN(C)C(=O)Nc1ccccc1)O2
-2	3	-1.4	·	3	-2	-7	C[C@@H]1CN([C@H](C)CO)C(=O)c2c(c3ccccc3n2C)-c2ccccc2CO[C@H]1CN(C)Cc1ccc(Cl)c(Cl)c1
6	-5	-1.2	·	-6	·	2	Cc1cc(Nc2cccc(F)c2)cc(=O)n1-c1cccc(F)c1
5	-3	0.4	-4	2	0	-7	Cc1ccc(C(=O)NCCNC(=O)c2ccc(C)nc2)cc1
1	-3	1.7	3	0	·	73*	O=c1c2ccccc2nc2c3ccccc3c(NCCO)nn12
-1	0	0.4	·	5	16*	6	COCCOC(=O)N1C(=O)[C@@]2(c3ccccc31)[C@H](C(=O)N1CCN(c3ncccn3)CC1)[C@H]1C(=O)O[C@H](c3ccccc3)[C@H](c3ccccc3)N1[C@@H]2c1ccccc1OCCO
-3	-1	4.3	-3	8	5	-12	CCCS(=O)(=O)NC(=O)C1(C)CCN(C(=O)c2ccccc2OC)C1 (stereo not given)
-4	-2	1.0	4	-6	-2	0	Cc1ccc(S(=O)(=O)C2(C(=O)N3CCCCC3C)CC2)cc1 (stereo not given)
-1	7	-1.4	·	6	·	18	COc1cc(C2NC(=O)NC(c3ccccc3)=C2C(C)=O)cc(Cl)c1OCC(=O)O (stereo not given)
-6	-3	2.6	2	9	·	32*	CCCCCC(=C/c1ccccc1)/C=N/Nc1ccc(S(=O)(=O)N2CCOCC2)cc1[N+](=O)[O-]
-7	2	2.3	9	2	3	8	Cc1nnc(N2CCCC(C(=O)NCc3cccc(F)c3)C2)c2nn(-c3ccccc3)c(C)c12 (stereo not given)
-2	0	1.8	14[16.7 µM]	5	3	-3	C[C@@H]1CCCCO[C@H](CN(C)C(=O)Nc2ccc3c(c2)OCO3)[C@H](C)CN([C@@H](C)CO)C(=O)c2cc(NS(=O)(=O)c3cccs3)ccc2O1
-2	-1	-2.2	3	5	-21	5	Nc1ccn([C@@H]2O[C@H](C(=O)Nc3cc(C(F)(F)F)cc(C(F)(F)F)c3)[C@@H](O)[C@H]2O)c(=O)n1
-2	·	-3.9	4	2	·	-4	C=CCn1c(=NC(=O)c2cccs2)sc2cc(NC(C)=O)ccc21
0	1	-3.7	-1	-1	-4	3	CN(C)S(=O)(=O)c1ccc(C(=O)Nc2ccccc2F)cc1
0	1	-1.3	0	-4	-9	0	O=C(NCCNc1ccc([N+](=O)[O-])cc1)c1cccs1
0	-3	0.2	-2	3	2	3	Cc1ccc(SC(C)C(=O)N2CCN(c3ccccc3)CC2)cc1 (stereo not given)
-2	0	0.4	7[16.7 µM]	7	-3	8	C[C@H]1CN([C@@H](C)CO)C(=O)c2cc(-c3ccncc3)cnc2O[C@@H]1CN(C)C(=O)C1CCOCC1
-1	0	-0.4	-5[16.7 µM]	-6	1	-4	Cn1cnc(S(=O)(=O)N2C[C@H](O)COC[C@H]3O[C@H](CC(=O)NC4Cc5ccccc5C4)CC[C@@H]32)c1
2	-1	0.9	·	9	6	-3	O=C(NC(=S)Nc1ccccc1N1CCCC1)c1cccc(F)c1
-1	1	-5.4	2	7	·	-11	COc1cc(CN2C[C@@H](CO)O[C@@H](n3cnc4c(N5CCCC5)ncnc43)C2)cc(OC)c1OC
1	0	-1.3	·	1	0	0	CCCC#Cc1ccc([C@@H]2[C@@H](CO)N3C(=O)CN(C(=O)c4ccncc4)C[C@@H]23)cc1
1	4	0.3	·	-4	-9	15	COc1ccc(C#Cc2cccc(-c3nc(C(=O)Nc4ccc(-c5ccccc5)cc4)cc4c3[C@@H](CCO)N(S(=O)C(C)(C)C)C4)c2)cc1OC (stereo not given in full)
-2&0	0&0	-3.7&-2.9	2	2&-4	0&-7	8&-8	CCO[C@@H]1OC(C(=O)NCc2ccccc2)=C[C@H](c2ccc(Br)cc2)[C@H]1CCCO
2	0	2.8	·	-5	-1	1	COc1cc(C(C)=O)ccc1OCC(=O)Nc1ccc2nc(C)sc2c1
-1	-2	0.2	2	-5	1	10	CC(=O)Nc1ccc(C(=O)N2CCCC(c3cc(C(=O)NCc4cccnc4)no3)C2)cc1 (stereo not given)

Full records from above.
`CC(=O)Nc1ccc(C(=O)N2CCCC(c3cc(C(=O)NCc4cccnc4)no3)C2)cc1` (stereo not given) is entered as CASP6 VEID inh: -1; ERAP1 inh: -2; CFTR F508del cor: 0.2; miR122 inh: 2; ERp5 block: -5; SIRT5 block: 1; DENV2 CPE rescue: 10
`CCCC#Cc1ccc([C@@H]2[C@@H](CO)N3C(=O)CN(C(=O)c4ccncc4)C[C@@H]23)cc1` is entered as CASP6 VEID inh: 1; ERAP1 inh: 0; CFTR F508del cor: -1.3; miR122 inh: ·; ERp5 block: 1; SIRT5 block: 0; DENV2 CPE rescue: 0

(listing goes on)
CASP6 VEID inh	ERAP1 inh	CFTR F508del cor	miR122 inh	ERp5 block	SIRT5 block	DENV2 CPE rescue	Molecule
2	-2	1.0	·	-2	6	-5	C/C=C/c1ccc2c(c1)[C@H]1[C@H](CCN1C(=O)C1CCCC1)[C@@H](CO)N2
0	-2	-1.4	·	-4	3	11	COc1cccc(-c2ccc([C@@H]3[C@H](C#N)N(C(=O)c4ccccn4)[C@H]3CO)cc2)c1
-2	0	-1.1	11[16.7 µM]	0	-8	13	CO[C@@H]1CN(C)C(=O)c2cc(NS(=O)(=O)c3ccc(C)cc3)ccc2OC[C@H](C)NC[C@H]1C
-5	1	5.2	12	1	3	0	CCCn1c(=O)c(C(=O)Nc2ncccc2C)c(O)c2ccccc21
6	0	3.6	·	0	-4	·	CC(NC(=O)Nc1ccc2c(c1)OCO2)c1ccncc1 (stereo not given)
0	1	1.3	6[16.7 µM]	0	1	19	Cn1cnc(S(=O)(=O)N2CCCCN3[C@H](CO)[C@H](c4ccc(-c5cccc(F)c5)cc4)[C@H]3C2)c1

Screening results as filed in PubChem.
